Screening data (PubChem BioAssay)
Growth percent in the NCI-60 one-dose screen (48 h, 10 µM unless noted): 100 = growth as untreated, 0 = no growth, -100 = all killed.
NCI-H322M = NCI-H322M lung cancer. 2.7% of 80,000 active
NCI-H226 = NCI-H226 lung cancer. 3.5% of 79,000 active
NCI-H522 = NCI-H522 lung cancer. 8% of 78,000 active
NCI-H460 = NCI-H460 lung cancer. 6.8% of 82,000 active. AID 1794736
HCT-15 = HCT-15 colon cancer; AID 1794746; 5.2% of 82,000 active
COLO 205 = COLO 205 colon cancer; 7.3% of 79,000 active; AID 1794742
HT29 = HT29 colon cancer; 7.4% of 81,000 active
NCI-H23 = NCI-H23 lung cancer; 4% of 80,000 active; AID 1794731
SW-620 = SW-620 colon cancer; 5.2% of 82,000 active
* hit, by the source's call; . = no result given; & = joins results of further samples. How the source made its calls: active means growth percent below 10; inactive means the rest. Not all compounds are listed; the hit share may differ from the screen's.

Letter code: A = NCI-H322M; B = NCI-H226; C = NCI-H522; D = NCI-H460; E = HCT-15; F = COLO 205; G = HT29; H = NCI-H23; I = SW-620
> CN1C[C@H](C(=O)N[C@]2(C)O[C@@]3(O)C4CCCN4C(=O)[C@H](Cc4ccccc4)N3C2=O)C=C2c3cccc4[nH]cc(c34)C[C@H]21 (stereo not given in full)
  A: .; B: 94.4; C: .; D: 80.3; E: 78.0; F: 84.0; G: 76.7; H: 90.3; I: 94.7

> COC(=O)[C@@H](NC(=O)c1cn(CCC2CCCCC2)c2ccccc12)C(C)C
  A: 95.1; B: 68.9; C: 63.2; D: 98.7; E: 70.7; F: 103.6; G: 84.0; H: 85.5; I: 92.3

> Cc1ccc(O)c(Cl)c1
  A: 104.5; B: 95.4; C: 95.4; D: 111.2; E: 103.2; F: 136.7; G: 107.3; H: 106.3; I: 107.0

> [Br][Pb]([c]1ccccc1)([c]1ccccc1)[c]1ccccc1
  A: -100.0*; B: -44.6*; C: -92.3*; D: -100.0*; E: -77.8*; F: -98.7*; G: -73.4*; H: -88.8*; I: -95.3*

> S=C(S)N1CCCCC1
  A: 129.7; B: 108.6; C: 70.3; D: 125.6; E: 99.2; F: 110.0; G: 107.2; H: 100.8; I: 121.6

> C#CC1(O)CCC2C3CCC4=CC(=O)CCC4=C3C=CC21C (stereo not given)
  A: 117.5; B: 77.0; C: 101.5; D: 109.3; E: 88.4; F: 110.9; G: .; H: 101.1; I: 103.4

> COc1cc(/C=N/C2=C(C#N)C(c3ccco3)c3c(c4cc(C)ccc4oc3=O)O2)cc(OC)c1OC (stereo not given)
  A: 100.0; B: 86.3; C: 40.3; D: 103.2; E: 91.8; F: 118.0; G: 109.3; H: 95.1; I: 81.7

> O=CN1N=C(c2ccc3c(c2)OCO3)CC1c1sc(N(CCCl)CCCl)nc1Cl (stereo not given)
  A: 75.1; B: 95.9; C: 74.7; D: 105.3; E: 99.5; F: 104.2; G: 97.9; H: 101.3; I: 92.9

> CC(C)[C@@H]1NC(=O)[C@]2(C)CSC(=N2)c2csc(n2)CNC(=O)C[C@@H](/C=C/CCS)OC1=O
  A: 7.7*; B: 0.3*; C: -25.2*; D: 8.1*; E: 58.6; F: -78.3*; G: .; H: 8.6*; I: 1.3*

> ClCCN(CCCl)c1nc(Cl)c(C2CC(c3ccc(Cl)cc3)=NN2c2cc(Cl)cc(Cl)c2)s1 (stereo not given)
  A: 102.1; B: 99.9; C: 80.0; D: 100.5; E: 104.6; F: 104.6; G: 94.4; H: 94.1; I: 99.2

> CC(=O)OC1CCC2(C)C(CCC3C4CC(N5CC5)C(C(C)=O)C4(C)CC(=O)C32)C1 (stereo not given)
  A: 113.3; B: 108.2; C: 102.9; D: 96.3; E: 96.8; F: 111.2; G: 101.4; H: 98.3; I: 96.0

> COc1ccc2c(c1)NP(=S)(c1ccccc1)N2C (stereo not given)
  A: 104.4; B: 104.9; C: 99.7; D: 117.6; E: 107.7; F: 108.3; G: 107.7; H: 105.2; I: 101.8

> CC[C@H](C)[C@H](NC(=O)NC(C)(C)C)C(=O)N(C)[C@H](C[C@@H](OC(C)=O)c1nc(C(=O)N[C@@H](Cc2ccccc2)C[C@H](C)C(=O)OC)cs1)C(C)C
  A: 44.4; B: 16.3; C: 14.4; D: 1.6*; E: 9.5*; F: -53.8*; G: 5.8*; H: 24.1; I: 20.5

> S=P(c1ccccc1)(c1ccccc1)c1cccc2ccccc12
  A: 70.2; B: 84.2; C: 87.5; D: 91.2; E: 67.5; F: 108.4; G: 75.9; H: 85.0; I: 84.2

> CC(=O)O[C@H]1CC[C@H]2[C@@H]3CC=C4c5nc(-c6ccc(Br)cc6)sc5CC[C@]4(C)[C@H]3CC[C@]12C
  A: 106.2; B: 101.8; C: 88.7; D: 92.8; E: 82.3; F: 106.0; G: 93.1; H: 87.8; I: 81.7

> COC[CH2][Hg][C]#[C][Hg][CH2]COC
  A: 115.8; B: .; C: 96.9; D: 94.4; E: 97.1; F: 100.3; G: 100.3; H: 71.0; I: 107.5

> CC1(C)N=C(N)N=C(N)N1c1ccc(OCc2ccc(S(=O)(=O)F)c(Cl)c2)c(Cl)c1
  A: .; B: 63.3; C: 65.6; D: 19.1; E: 33.0; F: 52.2; G: 35.0; H: 45.0; I: 30.3

> N/N=C/c1cccnc1
  A: 91.6; B: 105.6; C: 73.6; D: 104.4; E: 102.7; F: .; G: 94.0; H: 96.1; I: 96.4

> NC(N)=N/N=C\c1ccc(/C=N/N=C(N)N)cc1
  A: 88.4; B: 91.2; C: 88.2; D: 110.7; E: 107.8; F: .; G: 96.3; H: 106.4; I: 108.5

> O=C1CC(=O)NC(=S)N1
  A: 101.2; B: 104.7; C: .; D: 109.2; E: 100.9; F: 136.2; G: 109.3; H: 99.8; I: 102.8

> OC(Cc1nc2ccccc2s1)C(Cl)(Cl)Cl (stereo not given)
  A: 91.8; B: 75.3; C: 66.3; D: 96.6; E: 105.5; F: 110.0; G: 87.7; H: 74.4; I: 98.6

> O=[N+]([O-])c1ccc(Cl)cc1
  A: 96.4; B: 108.1; C: 97.3; D: 106.2; E: 107.4; F: 107.8; G: 99.0; H: 110.2; I: 101.1

> CCOP(=O)(OCC)OP(=O)(OCC)OP(=O)(OCC)OCC
  A: 101.9; B: 103.5; C: 82.0; D: 108.3; E: 101.0; F: 108.3; G: 94.4; H: 109.8; I: 103.6

> COc1cccc2c1N=C1CCCC3CN(C(C)=O)CCC123 (stereo not given)
  A: 106.0; B: 100.1; C: 94.4; D: 107.9; E: 97.5; F: 109.0; G: 108.9; H: 105.6; I: 108.6

> O=C(/C=C/c1ccco1)c1nc2ccccc2n1Cc1ccc(F)cc1
  A: 79.2; B: 77.9; C: 62.1; D: 70.9; E: 32.3; F: 81.9; G: 68.0; H: 65.2; I: .

Results in HCT-15 and SW-620, for 3 of the compounds above:
smiles,HCT-15,SW-620
CC(C)[C@@H]1NC(=O)[C@]2(C)CSC(=N2)c2csc(n2)CNC(=O)C[C@@H](/C=C/CCS)OC1=O,58.6,1.3*
Cc1ccc(O)c(Cl)c1,103.2,107.0
O=C(/C=C/c1ccco1)c1nc2ccccc2n1Cc1ccc(F)cc1,32.3,.

The main list resumes with the three entries that preceded the break.
Letter code: A = NCI-H322M; B = NCI-H226; C = NCI-H522; D = NCI-H460; E = HCT-15; F = COLO 205; G = HT29; H = NCI-H23; I = SW-620
> CCOP(=O)(OCC)OP(=O)(OCC)OP(=O)(OCC)OCC
  A: 101.9; B: 103.5; C: 82.0; D: 108.3; E: 101.0; F: 108.3; G: 94.4; H: 109.8; I: 103.6

> COc1cccc2c1N=C1CCCC3CN(C(C)=O)CCC123 (stereo not given)
  A: 106.0; B: 100.1; C: 94.4; D: 107.9; E: 97.5; F: 109.0; G: 108.9; H: 105.6; I: 108.6

> O=C(/C=C/c1ccco1)c1nc2ccccc2n1Cc1ccc(F)cc1
  A: 79.2; B: 77.9; C: 62.1; D: 70.9; E: 32.3; F: 81.9; G: 68.0; H: 65.2; I: .

> COC(=O)[C@@]1(C)CC[C@]2(C)CC[C@]3(C)C4=CC(=O)c5c(cc(O)c(O)c5C)[C@]4(C)CC[C@@]3(C)[C@@H]2C1
  A: 70.6; B: 51.1; C: 38.5; D: 31.8; E: 36.9; F: 71.5; G: 90.2; H: 46.9; I: 60.3

> COc1ccc(CC(C)NC(C)C)cc1OC (stereo not given)
  A: 101.3; B: 99.0; C: 96.2; D: 110.6; E: 106.2; F: 109.4; G: 97.5; H: 101.0; I: 106.1

> Nc1cc2nc3ccccc3nc2cc1N
  A: 99.4; B: 85.6; C: 79.8; D: 95.7; E: 88.5; F: 106.3; G: 105.2; H: 77.3; I: 98.0

> CCOP(=O)(CCCP(=O)(OCC)OCC)OCC
  A: 103.6; B: 98.8; C: 108.9; D: 109.1; E: 104.1; F: 117.4; G: 102.8; H: 119.4; I: 106.7

> O=C1NCCCCC1(Cl)Cl
  A: 115.1; B: 94.6; C: .; D: 111.5; E: 104.7; F: 100.7; G: 99.9; H: 109.5; I: 104.3

> O=S(=O)(F)c1ncnc2nc[nH]c12
  A: 97.9; B: 89.6; C: .; D: 102.6; E: 98.3; F: 114.8; G: 101.4; H: 95.5; I: 95.4

> CCC1CCC(=O)O1 (stereo not given)
  A: 104.2&101.6; B: 110.4&97.4; C: 104.6&85.1; D: 110.5&103.4; E: 105.4&98.1; F: 124.7&104.1; G: 110.0&107.1; H: 111.3&110.4; I: 106.1&110.7

> CC(Oc1ccc(-c2ccccc2)cc1)C(=O)O (stereo not given)
  A: 101.8; B: 95.5; C: 99.8; D: 103.0; E: 107.8; F: 102.1; G: 103.5; H: 106.5; I: 102.2

> CCCNC(=O)[C@@H](CCC(F)(F)F)CC(=O)N[C@H]1N=C(c2ccccc2)c2ccccc2N(C)C1=O
  A: 101.4; B: 100.5; C: 98.3; D: 114.1; E: 100.3; F: 112.1; G: 110.9; H: 101.5; I: 108.5

> CCC(C#N)NC(C)Cc1ccccc1 (stereo not given)
  A: 115.5; B: 101.6; C: 95.2; D: 106.8; E: 105.9; F: 103.1; G: 98.8; H: .; I: 99.7

> CCC[C@H](O)[C@@H](OC)[C@H]1O[C@]1(C)[C@@H](O)C/C=C/[C@@H]1OC(=O)/C=C/C=C/[C@@H](OC)[C@H](O)/C=C/C(C)=C/C(C)CCC[C@@H](OC)[C@H](O)/C=C/C(C)=C/[C@@H](C)[C@H](O)[C@H]1OC (stereo not given in full)
  A: 97.9; B: 103.6; C: 77.6; D: 102.3; E: 103.9; F: 101.7; G: 96.7; H: 97.8; I: 107.1

> CN(C)CC(O)c1cn(C)c2ccccc12 (stereo not given)
  A: 106.1; B: 98.9; C: 96.0; D: 105.6; E: 101.9; F: 117.9; G: 103.6; H: 100.1; I: 98.9

> C=CCc1ccc(OC(=O)Cc2ccccc2)c(OC)c1
  A: 98.3; B: 95.0; C: 90.4; D: 104.6; E: 102.7; F: 103.2; G: 114.6; H: 93.8; I: 105.9

> CC(=O)O[C@H]1CC[C@@]2(CO)C(=CC[C@@H]3[C@@H]2CC[C@]2(C)C(=O)CC[C@@H]32)C1
  A: 111.8; B: 99.6; C: 100.5; D: 109.9; E: 94.2; F: 119.9; G: 106.2; H: 109.9; I: 111.1

> CO[C@H](/C(C)=C/C=C/C(C)=C/c1coc(C)n1)[C@H](C)[C@H]1C[C@@H](O)[C@@]2(C)O[C@H]2/C=C/[C@@H](C)[C@@H]2C[C@@H](CC(=O)O2)C[C@H]2O[C@@H]2C(=O)O1
  A: 42.9; B: 34.8; C: -33.1*; D: 8.2*; E: -31.0*; F: -28.7*; G: -23.2*; H: 24.4; I: 21.5

> CCCCCCCCCCCCCCCCCC1OC[C@@H](COC(=O)O[C@@H](C(=O)O[C@H]2C[C@@]3(O)[C@@H](OC(=O)c4ccccc4)[C@@H]4[C@]5(OC(C)=O)CO[C@@H]5C[C@H](O)[C@@]4(C)C(=O)[C@H](OC(C)=O)C(=C2C)C3(C)C)[C@@H](NC(=O)c2ccccc2)c2ccccc2)O1 (stereo not given in full)
  A: 55.7; B: 83.4; C: 57.6; D: 20.4; E: 100.1; F: 13.1; G: 18.2; H: 54.2; I: 45.7

> O=C(Cc1ccc(-c2ccc3c(=O)cc(N4CCOCC4)oc3c2)cc1)N1CCN(CCN2CCOCC2)CC1
  A: 85.3; B: .; C: 78.0; D: 105.1; E: 100.7; F: 106.3; G: 88.9; H: 99.7; I: 98.2

> [Cl][Hg][c]1cc[c]([Hg][Cl])o1
  A: 96.9; B: 99.1; C: 3.0*; D: 68.6; E: -47.3*; F: 6.9*; G: 30.9; H: 63.5; I: 12.3

> Nc1c([N+](=O)[O-])cc([N+](=O)[O-])cc1S(=O)(=O)O
  A: 109.0; B: 94.9; C: 89.6; D: 108.7; E: 101.5; F: 99.8; G: 94.0; H: 104.6; I: 102.5

> O=C(O)CCCO
  A: 107.2; B: 107.4; C: 90.2; D: 105.6; E: 113.3; F: 115.1; G: 89.2; H: 101.7; I: 107.8

> O=[N+]([O-])c1cc([As](=O)(O)O)ccc1O
  A: 131.3&113.1; B: 103.1&90.6; C: 90.8&107.6; D: 113.5&107.6; E: 105.4&94.4; F: 104.8&116.0; G: 104.1&111.1; H: 103.8&99.0; I: 107.4&100.8

> CCOC(=O)/C=C/CP(=O)(OCC)OCC
  A: 89.8; B: 99.1; C: .; D: 113.4; E: 104.0; F: 104.5; G: 101.2; H: 99.8; I: 107.9

> Cc1nc2c(s1)CC[C@@]1(C)C2=CC[C@@H]2[C@@H]1CC[C@]1(C)C(=O)CC[C@@H]21
  A: 95.4; B: 107.8; C: 108.4; D: 103.8; E: 107.2; F: 114.8; G: 117.9; H: 107.5; I: 103.2

> N#CCN
  A: 129.4; B: 86.4; C: 98.8; D: 109.1; E: 106.3; F: 98.8; G: 110.8; H: 99.4; I: 100.4

> CCC(Br)(CC)C(=O)NC(N)=O
  A: 105.8; B: 96.4; C: 105.2; D: 103.3; E: 102.7; F: 108.1; G: 108.0; H: 108.2; I: 109.7

Next section.
canonical_smiles | NCI-H322M | NCI-H226 | NCI-H522 | NCI-H460 | HCT-15 | COLO 205 | HT29 | NCI-H23 | SW-620
O=C(O)CC(Br)C(=O)O (stereo not given) | 110.8 | 97.1 | 83.4 | 107.0 | 109.6 | 114.5 | 102.6 | 101.1 | 111.8
CC(C(=O)c1ccc(Cl)cc1)N1CCCCC1 (stereo not given) | 96.2 | 104.8 | 94.6 | 100.7 | 97.3 | 93.4 | 96.2 | 97.7 | 93.3
CC1(C)C(C(=O)c2cn(CCF)c3ccccc23)C1(C)C | 103.0 | 103.9 | 75.0 | 107.2 | 93.6 | 95.7 | 55.1 | 93.3 | 100.0
CCOc1ccc(P2(=S)SP(=S)(c3ccc(OCC)cc3)S2)cc1 (stereo not given) | 107.4 | 98.9 | 93.1 | 95.9 | 90.5 | 95.4 | 95.9 | 86.5 | 102.5
